# Exocytosis inh: lytic granule exocytosis inhibition; hit rate 0.66% among 360,000; AID 651702; inhibition, % at 10 µM; TALL-104 LAMP-1 surface exposure, flow cytometry; cells stimulated with thapsigargin and PMA;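 active means inhibition above about 55%, limit read from the data; inconclusive means no clear call, values can overlap the other calls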
# ABCB6 inh 2: blocks the human ABCB6 transporter; Q9NP58; K562-ABCB6 porphyrin accumulation, flow cytometry, 1 h; hits give low values; fluorescence ratio to DMSO, % at 10 µM; hit rate 0.19% among 360,000; AID 602162;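 active means fluorescence ratio to DMSO below 75%, the collection mean minus 3 SD; inconclusive means too few cells collected in the well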;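 further: signal is porphyrin accumulated inside mitochondria; 100% equals median channel fluorescence of DMSO control wells; lower ratio means ABCB6 inhibition with less porphyrin fluorescence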
# Vif inh: inhibitors of HIV Vif | hit rate 0.35% among 340,000 | HEK293T cells, Vif self-association by quenched fluorescence, imaging, 24 h | inhibition, % at 7.49 µM; in the data active means inhibition above about 50%, passing the limit was not always enough; inconclusive means no clear call, values can overlap the other calls; inactive means below about 31%; further: some results filed as inactive read as strong as hits
# Glyco luc inh: N-linked glycosylation inhibition | D54 ERlucT glycosylation luciferase reporter, 24 h; percent of 100 nM tunicamycin response | reporter increase, % at 12.5 µM | hit rate 0.23% among 360,000 | AID 588692;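 active means mean luciferase reporter signal, scaled so untreated is 0 and the glycosylation-blocking control 100, at or above a set limit in every replicate; inconclusive means mean reaches the limit but not every replicate does; inactive means mean below the limit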;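 further: luciferase carries N-glycosylation sites so blocking glycosylation raises the light; 0% = median of neutral control wells and 100% = median of 100 nM tunicamycin wells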
# aDG glyco act: increases alpha dystroglycan glycosylation | Pro5-aDG cells, alpha-DG glycosylation AlphaScreen (IIH6); 0% Pro5, 100% B10-LARGE cell signal | activation, % at 10 µM | hit rate 0.22% among 360,000 | AID 624168;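 active means activation of at least 8% versus controls, or a plate z-score of at least 8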;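 further: Pro5 are CHO cells carrying HIG-tagged alpha-DG that lacks glycosylation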
# MC4R antag cAMP: antagonists of human melanocortin 4 receptor (MC4R) | AID 540295 | inhibition, % at 6.5 µM | MC4R-expressing cells, MTII-stimulated cAMP, LANCE TR-FRET | hit rate 0.48% among 360,000;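 active means inhibition above its plate's cutoff, the mean of tested wells on that plate plus 3 SD, cut at about 29% in these data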;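 further: 0% = Melanotan II alone and 100% = Melanotan II plus saturating MCL0020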
#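 Assay system: U2OS cells stably expressing human melanocortin 4 receptor (MC4R) / Dosing: 6.5 µM / Timing: compound 30 min, challenge 1 h, detection 1 h / Measured by: Eu-cAMP/anti-cAMP TR-FRET, emission 671 nm / Replicates: singlicate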
# ABHD5 PLIN5 PPI: inhibitors of human ABHD5-perilipin-5 interaction; Q00G26+Q8WTS1; Split G. princeps luciferase complementation, luminescence, 4 h; inhibition, % at 4 µM; hit rate 0.78% among 360,000;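 active means inhibition above the mean inhibition across every tested compound plus 3 SD, cut at about 22% in these data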;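 further: 0% = DMSO only wells and the 100% control is not disclosed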
# TLR9-MyD88 block: inhibitors of human TLR9-MyD88 binding | Q9NR96+Q99836 | CHO BLA complementation TLR9-MyD88, CCF4 FRET ratio | inhibition, % at 4.98 µM | hit rate 0.21% among 340,000;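 active means inhibition above the mean over all tested compounds plus 3 SD, cut at about 21% in these data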;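 further: 0% = DMSO only wells and 100% = clavulanate BLA inhibitor control wells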
# Target sequence (Q99836 whole entry, looked up): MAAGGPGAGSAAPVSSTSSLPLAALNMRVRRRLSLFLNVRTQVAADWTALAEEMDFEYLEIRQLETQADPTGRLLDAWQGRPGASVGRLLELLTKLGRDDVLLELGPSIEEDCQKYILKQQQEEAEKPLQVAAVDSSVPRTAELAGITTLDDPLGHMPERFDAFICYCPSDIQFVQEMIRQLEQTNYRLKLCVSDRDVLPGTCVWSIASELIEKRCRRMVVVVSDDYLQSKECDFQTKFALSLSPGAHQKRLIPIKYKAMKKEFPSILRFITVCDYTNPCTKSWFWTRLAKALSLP
# Target sequence (Q9NR96 whole entry, looked up): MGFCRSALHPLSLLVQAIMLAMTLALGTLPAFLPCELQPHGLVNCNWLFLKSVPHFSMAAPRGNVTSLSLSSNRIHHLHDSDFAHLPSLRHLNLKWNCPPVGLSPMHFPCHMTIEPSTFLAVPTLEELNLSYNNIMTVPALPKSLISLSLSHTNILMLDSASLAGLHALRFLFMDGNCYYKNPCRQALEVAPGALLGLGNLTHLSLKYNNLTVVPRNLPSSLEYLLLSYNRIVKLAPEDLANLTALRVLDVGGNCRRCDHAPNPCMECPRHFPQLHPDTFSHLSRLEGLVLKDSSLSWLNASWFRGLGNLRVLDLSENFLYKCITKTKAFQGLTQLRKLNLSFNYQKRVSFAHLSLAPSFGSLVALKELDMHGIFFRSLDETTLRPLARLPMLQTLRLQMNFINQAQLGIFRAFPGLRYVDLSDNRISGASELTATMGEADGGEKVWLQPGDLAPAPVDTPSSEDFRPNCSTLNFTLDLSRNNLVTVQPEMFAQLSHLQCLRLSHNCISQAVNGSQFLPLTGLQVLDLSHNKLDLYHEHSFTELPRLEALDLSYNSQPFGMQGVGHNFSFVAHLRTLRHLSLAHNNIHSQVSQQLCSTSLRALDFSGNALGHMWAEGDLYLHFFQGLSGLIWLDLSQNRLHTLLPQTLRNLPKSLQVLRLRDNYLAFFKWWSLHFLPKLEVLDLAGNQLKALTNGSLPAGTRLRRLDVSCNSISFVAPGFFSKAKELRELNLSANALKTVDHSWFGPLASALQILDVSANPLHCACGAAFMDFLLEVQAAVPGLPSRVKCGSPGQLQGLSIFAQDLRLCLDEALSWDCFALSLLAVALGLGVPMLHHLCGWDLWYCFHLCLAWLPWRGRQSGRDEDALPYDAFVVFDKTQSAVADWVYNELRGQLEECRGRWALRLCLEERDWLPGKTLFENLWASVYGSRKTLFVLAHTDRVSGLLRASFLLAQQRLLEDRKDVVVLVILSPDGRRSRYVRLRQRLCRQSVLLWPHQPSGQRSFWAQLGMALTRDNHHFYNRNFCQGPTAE
# NOD2 RIPK2 PPI: NOD2-RIPK2 protein interaction inhibition; O43353; CHO BLA complementation NOD2-RIPK2, CCF4 ratio; inhibition, % at 4.98 µM; hit rate 0.38% among 360,000; in the data active means inhibition above about 21%;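 further: 0% = vehicle only and 100% = reference blocker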
# MC4R barr agon: activates human MC4R beta-arrestin recruitment; U2OS MC4R beta-arrestin complementation, luminescence; percent of melanotan II response, DMSO zero; activation, % at 8.9 µM; AID 540308; hit rate 0.98% among 360,000;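 active means activation above a per-plate cutoff, the mean activation of sample wells on that plate plus 3 SD, cut at about 8% in these data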
# * hit, by the source's call; ? = inconclusive; . = not tested or not shown.
MC4R antag cAMP,Vif inh,MC4R barr agon,ABHD5 PLIN5 PPI,ABCB6 inh 2,TLR9-MyD88 block,Exocytosis inh,aDG glyco act,NOD2 RIPK2 PPI,Glyco luc inh,Molecule
11,9,-1.1,-3,94,5,7,-0.2,-3,4,CCCc1[nH]nc2c1C(c1ccc(OC)cc1OC)C(C#N)=C(N)O2 (configuration not stated)
8,28,0.7,2,101,4,-12,-0.1,0,2,Cc1cccc(CC(=O)NC2CCN(C)CC2)c1
18,6,1.6,7,94,2,-4,0.0,0,-3,COc1cc(OC)c(OC)cc1CN1CCCC(C(=O)c2ccccc2SC)C1 (configuration not stated)
-8,5,2.3,11,93,10,70*,-0.1,10,0,CCOP(=O)(OCC)/C(=N/OC(=O)c1ccc(OC)cc1)C(N)=O
-5,-3,-1.8,-4,86,-6,-4,-0.2,9,-3,CCOc1ccc(CC(=NCCO)C2=C(O)CC(C)(C)CC2=O)cc1OCC
-6,-3,-1.1,-1,96,0,0,0.0,2,3,O=C(CCc1nc(-c2ccccc2Cl)no1)NCc1ccco1
15,-6,1.3,-6,100,8,6,0.5,-7,1,CC(=O)NN1C(=O)/C(=C\c2ccc(Cl)cc2)SC1=S
-2,-6,-2.4,4,93,7,1,-0.2,-8,1,Cc1ccccc1Oc1ccc(NC(=O)C2CC=CCC2C(=O)O)cc1 (configuration not stated)
4,-17,-2.2,-10,92,7,4,0.1,3,0,CCOc1ccc(S(=O)(=O)Nc2cccc(C(=O)N(C)Cc3cccc(OC)c3OC)c2)cc1
3,-4,0.2,1,98,-2,4,-0.2,-11,1,O=C(CN1CCOCCOCCOCCOCC1)Nc1ccccc1
9,0,0.8,11,92,-19,-2,-0.2,8,-4,CN1OC[C@@H]2CN(S(=O)(=O)c3cccc(C(F)(F)F)c3)[C@H](c3ccc(-c4cccnc4)cc3)C[C@@H]21
28,-29,1.1,-5,89,-5,-2,0.8,-14,-1,Cc1ccc(Cn2nnnc2CN2CCC(NC(=O)c3ccc(Br)cc3)CC2)cc1
-2,.,-0.4,5,100,0,-5,0.2,-6,-2,Cc1nc([N+](=O)[O-])cn1-c1nc2ccccn2c1[N+](=O)[O-]
-2,-1,0.5,6,93,-1,4,0.0,3,-2,CC(C)(Cc1ccc(O)cc1)NC(=O)CC(=O)N/N=C/c1ccc([N+](=O)[O-])cc1
-2,7,-0.2,1,95,5,6,0.4,-2,-3,CCc1ccc(/C=C2\SC(N3CCCC3)=NC2=O)cc1
11,-4,0.0,-3,109,-2,7,0.1,-1,0,O=C(NCCCl)Nc1ncn[nH]1
4,-2,-0.2,-6,95,1,-1,0.2,-9,1,CC(NC(=O)c1ccco1)C(=O)N1CC=C(c2ccccc2)CC1 (configuration not stated)
7,-2,0.8,4,101,-10,-1,-0.1,-3,1,CCOc1ccc(CC(=O)N/N=C/c2cccnc2)cc1
22,0,0.7,-3,99,-12,-5,-0.1,-12,-2,CCCCN1CNC(=S)N(CCc2ccc(OCC)c(OCC)c2)C1
-6,-3,0.2,-3,98,10,4,0.3,1,-2,O=C(Nc1ccc(Nc2ccccc2)cc1)c1ccc(Br)o1
5,-2,3.2,15,99,8,7,-0.3,-12,1,O=C(Nc1ccc(F)cc1)N1CCN(c2ncccn2)CC1
13,-4,-2.1,2,100,4,-8,-0.3,-17,-2,Cc1ccc(S(=O)(=O)CCC(=O)OCC(=O)N(C)c2ccccc2)cc1
9,-4,-0.6,-32,100,1,0,0.0,-4,1,CCOC(=O)Cc1cc(=O)c2c(=O)n(-c3ccccc3)[nH]c2[nH]1
3,-8,0.0,0,92,9,5,0.0,-2,15,CN(C)c1ccnc(NCc2ccccc2)c1C#N
8,-11,-1.9,3,100,-2,-4,0.0,-1,0,Cc1cccc(N(C(=O)CCC(=O)Nc2ccccn2)C(C(=O)NC(C)C)c2ccc(F)cc2)c1 (configuration not stated)
7,4,4.0,-15,97,-6,-1,0.2,-15,-2,COc1ccc(Oc2nc3ccccc3nc2C(F)(F)F)cc1
-1,-3,-2.1,-3,99,-10,2,0.8,4,3,COc1ccc(-c2csc3nc[nH]c(=O)c23)cc1
-4,-3,-1.3,0,93,-6,3,0.1,-7,0,COc1ccc(-c2nc(CN3CCN(Cc4cccc(F)c4)CC3)c(C)o2)cc1
4,9,4.4,-6,102,4,10,-0.1,-5,0,CC(NC(=O)Cc1ccc(-c2ccccc2)cc1)c1ccccc1 (configuration not stated)
-6,4,-1.2,8,92,-8,-5,-0.1,-3,2,CC1CCC2(CC1)N=C(N)Nc1nc3ccccc3n12 (configuration not stated)

# Part of the list above, with values under each structure:
# The line under a structure holds: MC4R antag cAMP	Vif inh	MC4R barr agon	ABHD5 PLIN5 PPI	ABCB6 inh 2	TLR9-MyD88 block	Exocytosis inh	aDG glyco act	NOD2 RIPK2 PPI	Glyco luc inh
> CN1OC[C@@H]2CN(S(=O)(=O)c3cccc(C(F)(F)F)c3)[C@H](c3ccc(-c4cccnc4)cc3)C[C@@H]21
 : 9	0	0.8	11	92	-19	-2	-0.2	8	-4
> Cc1ccc(Cn2nnnc2CN2CCC(NC(=O)c3ccc(Br)cc3)CC2)cc1
 : 28	-29	1.1	-5	89	-5	-2	0.8	-14	-1

# Next section
MC4R antag cAMP,Vif inh,MC4R barr agon,ABHD5 PLIN5 PPI,ABCB6 inh 2,TLR9-MyD88 block,Exocytosis inh,aDG glyco act,NOD2 RIPK2 PPI,Glyco luc inh,Molecule
5,7,-1.9,-4,91,-11,-3,-0.1,-4,-2,COc1ccc(CCN(Cc2cccs2)S(=O)(=O)c2ccc(S(=O)(=O)N3CCCCCC3)cc2)cc1OC
1,?,0.0,1,91,-6,0,0.1,-14,-3,CC(NC(=O)c1ccc(S(=O)(=O)Nc2ccccc2Cl)cc1)c1ccncc1 (configuration not stated)
4,-11,-1.3,3,101,5,-1,-0.1,-8,-10,Cc1ccc(NC(=O)Nc2ccc3c(c2)nc(C)n3C)cc1
.,5,.,.,?,6,-2,0.1,.,0,CC(C)(C)NC(=O)C(=O)NC(=O)c1c(F)cccc1Cl
-9,6,-1.5,5,74*,-11,1,0.0,7,-2,CCc1cc(=O)oc2c(C)c(OCC(=O)N3CCCc4ccccc43)ccc12
4,-5,-2.4,7,96,0,1,0.4,0,1,CC(=O)OCCn1c(=O)c2cc3c(=O)n(CCOC(C)=O)c(=O)c3cc2c1=O
-9,4,-3.4,0,103,2,4,-0.3,-8,3,CC(C(=O)O)N1C(=O)/C(=C/c2cccn2C)SC1=S (configuration not stated)
-1,4,-0.8,4,90,-1,1,-0.2,-5,2,Cc1ccc2nc(C)c(C)nc2c1N
1,-1,2.2,6,107,-7,-1,-0.1,-7,-1,O=C(Nc1ccccc1N1CCCC1)c1cc2ccccc2o1
-4,-14,-0.1,2,92,.,-25,-0.3,-3,-3,CCN(CC)c1ncnc2c1ncn2[C@H]1CN(Cc2ccco2)C[C@@H](CO)O1
1,8,-0.1,0,95,-4,1,0.0,7,9,CCOC(=O)C1CCCN(C(=O)CCCOc2cc(=O)n(C)c3ccccc23)C1 (configuration not stated)
4,-16,-1.8,0,96,-16,-2,0.5,-6,-6,Cc1c(C(=O)OCC2CCCO2)[nH]c2c1C(=O)CC(c1ccc(N(C)C)cc1)C2 (configuration not stated)
-2,-8,-1.3,0,96,-4,-4,0.0,4,-2,Cc1cccc(C(=O)Nc2cccc(OC(=O)c3cccc(C)c3)c2)c1
-2,1,1.7,4,90,1,-2,0.3,4,1,Cc1cc(C)c(S(=O)(=O)NCc2cn3ccccc3n2)c(C)c1
2,-3,-1.3,9,100,-14,-1,0.2,-2,6,COc1cccc(C2C(C(N)=O)=C(C)Nc3nc(-c4ccccc4Cl)nn32)c1 (configuration not stated)
18,10,-0.1,-2,99,0,-6,0.1,-2,0,Cc1cc(=O)c(C(=O)O)nn1-c1ccccc1C(F)(F)F
-9,-17,1.4,2,96,12,1,0.1,0,0,Cc1ccc(NC(=O)CCc2nnc3ccc(N4CCOCC4)nn23)cc1C
-9,-18,1.9,1,105,-8,-3,0.0,-2,12,Cc1cccc(NC(=O)c2ccc(C(=O)Nc3cccc(C)c3)nc2)c1
1,-4,-1.6,-1,96,-1,1,-0.1,-6,1,CCCCNC(=O)[C@@H]1CC=C[C@@H]2CCN(C3CC3)C(=O)[C@@H]21
2,2,-1.6,4,97,10,0,-0.1,5,0,CCOC(=O)c1c(N)sc(C(=O)N2CCOCC2)c1C
5,.,-2.5,3,97,2,13,0.1,-4,1,Cc1ccc(CNC(=O)c2ccc(N3CCC4(CC3)CC(c3cccc(Br)c3)=NO4)c(NC(=O)c3ccc(Cl)c([N+](=O)[O-])c3)c2)cc1
2,2,-0.6,-1,92,2,1,0.0,0,1,CCS(=O)(=O)N1CCC(C(=O)NC2CCCCC2)CC1
10,9,-0.4,-7,89,2,14,0.0,-10,-2,Cc1ccccc1NC(=O)/C(=C/c1ccccc1)c1ccccc1
2,-8,0.3,-4,108,-7,-14,0.1,1,3,CC1CCCN(CC(O)COCc2ccccc2)C1 (configuration not stated)
6,9,-1.0,-9,103,-11,6,-0.2,3,2,COc1ccc(Br)cc1CNC(=O)C1CCC(=O)N1C(C)C (configuration not stated)
3,3,-2.3,-2,98,-4,-2,-0.1,-2,4,CC(=O)Nc1sc(C)c(C)c1C(=O)OC1CCOC1=O (configuration not stated)
9,-3,1.3,-9,109,-5,-2,-0.2,1,1,Nc1nc(CN2CCN(c3ccccc3)CC2)nc(N2CCCc3ccccc32)n1
8,8,3.9,0,105,2,0,0.1,-2,0,CCC(CC)C(=O)c1c[nH]c(C(=O)NCc2ccccn2)c1
18,-3,-1.4,7,99,-13,2,-0.1,-9,1,CC(C(=O)O/N=C(\N)c1cccnc1)c1ccc([N+](=O)[O-])cc1 (configuration not stated)
-3,-2,-0.3,3,96,-12,2,-0.2,-9,2,CCOC(=O)c1c(C)[nH]c(C)c1C(=O)CSc1nc(N)cc(=O)[nH]1
-10,8,-0.7,-1,97,-1,-2,-0.2,-11,-1,CCn1c(/C=N/c2nc3ccccc3n2C)nc2ccccc21
0,1,-0.5,2,97,-2,-5,0.0,-2,1,CCC1=C([N+](=O)[O-])C(c2ccc3c(c2)OCO3)NC(=O)N1 (configuration not stated)
2,14,1.1,8,93,4,0,-0.2,3,1,Cc1cc(C(F)F)n2nc(C(=O)Nc3sc4c(c3C#N)CCC(C)C4)nc2n1 (configuration not stated)
2,.,-0.8,-3,101,-6,-1,0.0,-7,1,Cc1ccc(S(=O)(=O)N2CCC(C(=O)NC3CC(C)(C)NC(C)(C)C3)CC2)cc1C
1,1,0.3,6,104,-1,5,1.2,-1,0,O=C(NC(=S)Nc1ccc(CN2CCCCC2)cc1)c1cccc(OCc2ccccc2)c1
-1,-3,-4.1,-1,91,-5,-13,-0.2,-8,1,CCOc1ccccc1NC(=O)COC(=O)Cc1cccs1
5,.,0.2,10,99,-2,-2,-0.3,-3,-3,O=C(O)CCCc1ccc2c(c1)CCc1ccccc1-2
8,0,-0.4,3,107,-3,-4,0.0,-5,0,C[C@H](CO)N1C[C@H](C)[C@@H](CN(C)C(=O)NC2CCCCC2)Oc2ccc(NC(=O)Nc3ccccc3)cc2C1=O

# Screens: PubChem BioAssay, several laboratories

# A portion of the library; rates above refer to the full screens.
